Screens as filed in PubChem BioAssay.
PLK1 PBD inh – qHTS for Inhibitors of PLK1-PDB (polo-like kinase 1 - polo-box domain): Primary Screen | Plk1 PBD binding of FITC phosphopeptide, fluorescence polarization | Serine/threonine-protein kinase PLK1 (Homo sapiens), P53350 | 360,000 compounds, 2.8% hits | AID 720504, 2013 | Potency, µM, inactives show max response, negative = inhibition, hits mostly inhibitors; further: potency means the concentration at half of the fitted maximal effect; series mostly up to about 57 µM; on the % scale 0 is the no-effect control and ±100 the full control effect; nearly all actives have a fitted effect of over 65% in size
EPAC2 agonist – qHTS for Agonist of cAMP-regulated guanine nucleotide exchange factor 4 (EPAC2): primary screen; Rap guanine nucleotide exchange factor 4 (Homo sapiens), Q8WZA2; Potency, µM (titrated, usually from 154 µM), without a hit: top-dose activation, actives largely listed as activators; 360,000 compounds, 0.079% hits; EPAC2 activation, biochemical qHTS; response scale: 100% = 6.5 mM cAMP response; further: potency means the concentration at half of the fitted maximal effect; nearly all actives have a fitted effect of over 50% in size
Target sequence (Q8WZA2 whole entry, looked up): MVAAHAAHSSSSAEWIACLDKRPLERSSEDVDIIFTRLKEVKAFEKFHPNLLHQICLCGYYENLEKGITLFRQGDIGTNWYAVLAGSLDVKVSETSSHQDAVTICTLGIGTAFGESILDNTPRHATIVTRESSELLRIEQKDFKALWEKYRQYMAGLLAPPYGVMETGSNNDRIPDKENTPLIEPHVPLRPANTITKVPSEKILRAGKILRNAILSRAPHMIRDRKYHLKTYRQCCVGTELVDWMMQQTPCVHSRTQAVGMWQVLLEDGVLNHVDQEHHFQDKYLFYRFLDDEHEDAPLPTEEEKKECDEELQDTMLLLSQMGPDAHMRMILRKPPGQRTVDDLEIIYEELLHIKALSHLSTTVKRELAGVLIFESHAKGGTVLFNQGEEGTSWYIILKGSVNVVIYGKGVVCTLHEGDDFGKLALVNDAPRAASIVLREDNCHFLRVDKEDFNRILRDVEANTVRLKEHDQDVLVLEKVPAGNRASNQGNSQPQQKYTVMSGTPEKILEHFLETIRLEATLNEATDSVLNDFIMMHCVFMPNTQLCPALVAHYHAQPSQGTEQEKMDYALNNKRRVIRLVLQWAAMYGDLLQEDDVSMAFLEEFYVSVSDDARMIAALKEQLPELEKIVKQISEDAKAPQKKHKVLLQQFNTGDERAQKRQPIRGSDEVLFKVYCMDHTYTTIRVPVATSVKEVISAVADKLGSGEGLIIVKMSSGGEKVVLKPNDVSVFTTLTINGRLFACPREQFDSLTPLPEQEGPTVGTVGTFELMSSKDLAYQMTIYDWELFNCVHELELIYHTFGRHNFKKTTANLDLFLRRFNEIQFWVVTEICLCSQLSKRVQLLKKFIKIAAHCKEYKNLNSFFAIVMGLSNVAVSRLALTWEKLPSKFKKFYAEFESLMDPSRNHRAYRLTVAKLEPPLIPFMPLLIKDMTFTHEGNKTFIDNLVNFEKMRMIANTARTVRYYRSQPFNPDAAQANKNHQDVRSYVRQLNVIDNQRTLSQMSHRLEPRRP
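Nucleotide exchange monitored as fluorescence drop when BODIPY-GDP leaves Rap1B. Reaction: 100 nM EPAC2, 250 nM RAP1B-BODIPY-GDP, 50 uM GDP, room temperature, kinetic read over 30 min. Activity expressed relative to 6.5 mM cAMP.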
EPAC1 antag – qHTS for Antagonist of cAMP-regulated guanine nucleotide exchange factor 3 (EPAC1): primary screen; EPAC1 GEF assay, Rap1b-BODIPY-GDP exchange fluorescence; 360,000 compounds, 0.14% hits; Potency, µM (series often up to 115 µM), without a hit: top-dose activity change, negative = inhibition, usual class: inhibitors;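 further: potency means the concentration at half of the fitted maximal effect; plate controls were vehicle for no effect and positive control for full effect; nearly all actives have a fitted effect of over 50% in size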
PI5P4Ka inh – qHTS for Inhibitors of phosphatidylinositol 5-phosphate 4-kinase (PI5P4K). PI5P4Kalpha enzyme, ADP-Glo luminescence, 60 min; stronger effect = lower value. 330,000 compounds, 1.2% hits. max response, %. AID 652105, 2013. Phosphatidylinositol 5-phosphate 4-kinase type-2 alpha (Homo sapiens), P48426; active means max response of -50% or lower; inconclusive means between -30% and -50%; inactive means -30% or higher; further: value at the top dose of about 77 µM; on the % scale 0 is the no-effect control and ±100 the full control effect
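Compounds were pin-transferred onto PI5P4Kalpha and substrate in HEPES pH 7.4 buffer with EGTA, CHAPS and 5% DMSO. ATP (5 microM final) started the reaction, which ran 60 minutes at room temperature before ADP-Glo detection.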
EPAC1 ag – qHTS for Agonist of cAMP-regulated guanine nucleotide exchange factor 3 (EPAC1): primary screen; EPAC1 agonist qHTS, biochemical assay; response scale: 100% = response to 6.5 mM cAMP; 360,000 compounds, 0.073% hits; Potency, µM (highest dose often 154 µM), for inactives: at the top dose activation, most hits filed as activators; Rap guanine nucleotide exchange factor 3 (Homo sapiens), O95398; AID 720707, 2013; further: potency means the concentration at half of the fitted maximal effect; nearly all actives have a fitted effect of over 60% in size
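Nucleotide exchange assay: 100 nM EPAC1 with 250 nM Rap1B loaded with BODIPY-GDP and 50 uM GDP, room temperature. Fluorescence (480/540 nm) read every 5 min for 30 min; signal change normalized to 6.5 mM cAMP as full agonist.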
WRN inhibitor – qHTS for Inhibitors of WRN Helicase; WRN helicase unwinding, fluorescent forked duplex, kinetic; Potency, µM (titrated, usually from 114 µM), without a hit: at the top dose activity change, negative = inhibition, most hits filed as inhibitors; 360,000 compounds, 0.46% hits; further: potency means the concentration at half of the fitted maximal effect; on the % scale 0 is the no-effect control and ±100 the full control effect; nearly all actives have a fitted effect of over 55% in size
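Primary qHTS, 1536-well format. 20 nM WRN + compound, 15 min RT; start with 100 nM forked fluorophore/quencher duplex, 2 mM ATP (final); kinetic read ex 525/em 598 nm.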
IL-2 act – qHTS of IL-2 Activators; activation, % (series mostly up to about 46 µM); IL-2 activation reporter assay, cell-based qHTS; stimulated with anti-CD3/CD4/CD28 beads; in transgenic mouse T cells; 360,000 compounds, 0.065% hits; in the data active means activation above about 50%; inconclusive means mostly about 30% to 49%; further: 0% is about no effect
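Readout is EGFP and DsRed signal by fluorescent plate cytometry after 18 h at 37 degrees C. Transgenic mouse T cells (750/well) received compound for 60 min before bead stimulation (anti-CD3, anti-CD4, anti-CD28); memory T cells served as non-tolerant control.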
CCT chaperon mod – High-Throughput Screening for Modulators of Cytosolic Chaperonin Activity; AID 651819, 2012; purified chaperonin ATPase assay, HTRF ADP detection, 30 min; activity change, % (no concentration beside the values), hits read low; 360,000 compounds, 0.3% hits; in the data active means activity change below about -30%; further: on the % scale 0 is the no-effect control and ±100 the full control effect
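First, chaperonin was dispensed at 40 nM or 20 nM final depending on batch activity. Next, compounds were pinned at 76 uM and ATP added at 10 uM. After 30 min at 37 °C, ADP detection reagents ran 30 min at ambient temperature.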
Numbers without * were called inactive; ? = inconclusive; nt = no result given; [ ] = another dose, or the depositor's remark. Unless noted, the call rests on the fitted dose curve; in most records, active means well fitted curve in the direction sought with a large enough effect; inconclusive means small, poorly fitted or top-dose-only effect, or another doubt; inactive means no such curve, though single readings can be large; an effect the other way counts as inactive or inconclusive.

SMILES	PLK1 PBD inh	EPAC2 agonist	EPAC1 antag	PI5P4Ka inh	EPAC1 ag	WRN inhibitor	IL-2 act	CCT chaperon mod
COc1ccccc1NC(=S)N1CCCc2ccccc21	-25%	3%	-9%	-3	2%	-1%	-0.8	-3.7
COc1cccc(-c2cnc3cccnn23)c1	-1%	5%	-7%	1	7%	1%	-0.2	2.5
CC(=O)c1ccc(NC(=S)N2CCN(CCN3C(=O)c4cccc5cccc(c45)C3=O)CC2)cc1	-13%	12%	-18%	-8	6%	?	-1.8	-2.8
O=C(CCN1CCCO1)NC1CCCc2c1cnn2-c1ccccc1F (stereo not given)	7%	5%	-11%	-1	1%	7%	0.8	-0.4
O=C(Nc1ccc(Cl)cc1)c1ccncc1	2%	-1%	-6%	-6	-4%	6%	0.6	1.3
CC1CCN(CCCn2c(=S)[nH]c3ccc(N4CCOCC4)cc3c2=O)CC1	0%	-6%	11%	nt	-4%	11%	-1.2	-1.3
CCOC(=O)C1=C(c2ccccc2)NC(=O)NC1c1cc(OC)c(O)c([N+](=O)[O-])c1 (stereo not given)	0%	0%	-2%	-2	8%	-6%	-0.9	-4.5
Cc1sc2ncnc(NCCN3CCOCC3)c2c1C	5%	0%	5%	nt	2%	6%	-1.8	-0.4
CC(NC(=O)c1ccc2c(=O)n3c(nc2c1)CCCCC3)c1ccccc1 (stereo not given)	-4%	7%	-2%	2	1%	-19%	0.1	-4.7
Cc1ccc(S(=O)(=O)N2CCN(c3ccccc3)CC2)cc1C(=O)NC1CCCCC1	-16%	14%	17%	2	13%	-3%	-5.7	-2.5
O=C(Nc1ccccc1)OCCN1CCOCC1	-2%	-7%	-1%	10	5%	2%	-6.0	0.9
Cc1cc(C)c2nc(NNC(=O)c3ccc(S(=O)(=O)N4CCCC(C)C4)cc3)sc2c1 (stereo not given)	-15%	-1%	-27%	4	-3%	1%	-4.0	-1.8
O=C(Nc1ccccc1)c1oc2ccccc2c1NC(=O)C1CC1	2%	-4%	10%	30	-10%	-21%	-2.6	-1.8
CC(C)C[C@@H](CSc1ccc(Br)cc1)N1CCN(CCc2ccccc2)CCC1=O	-12%	15%	25%	0	-4%	0%	-0.4	0.9
C/C(=N\NC(=O)C1(C)CC1(Br)Br)c1ccc(C)cc1C (stereo not given)	4%	-7%	8%	1	2%	-29%	-3.4	-1.8
CC1CCN(C(=O)Cn2c(SCC(=O)Nc3nccs3)nc3ccccc32)CC1	-5%	-1%	6%	nt	2%	-2%	-0.5	-2.0
Cc1cc(C)nc(N2CCC(C(=O)NCCc3ccccc3)CC2)n1	-1%	-5%	9%	0	-13%	4%	-0.7	0.9
O=C(OCC(=O)N1CCCCC1)c1ccc2c(c1)C(=O)N(Cc1ccco1)C2=O	-13%	13%	5%	-5	6%	-1%	0.1	0.0
N#Cc1c(NC(=O)C2CC(c3ccccc3Cl)=NO2)sc2c1CCC2 (stereo not given)	?	15%	-11%	nt	19%	-16%	-1.6	-92*
Cc1nn(CC(=O)O)c(C)c1C	0%	-3%	3%	0	-3%	11%	-3.0	2.7
Fc1ccc(-n2nnc(-c3ccccc3)n2)cc1	6%	-6%	16%	0	-12%	1%	1.7	-1.2
COc1cccc2cc(NC(=O)C3CCCCC3)c(=O)oc12	-7%	-2%	4%	nt	4%	4%	-1.1	-1.7
COc1cc(NC(=O)c2ccc3c(c2)S(=O)(=O)N=C2CCCCCN23)cc(OC)c1	6%	-7%	-23%	-1	1%	-15%	-0.2	-0.1
CC1CN(C(=O)c2ccc(COc3ccc(C(C)C)cc3)o2)CC(C)O1 (stereo not given)	-2%	1%	-19%	5	-13%	-12%	-0.5	3.0
O=C(C1=C[C@H](c2ccc(Br)cc2)C[C@H](OCCCCO)O1)N1CCN(Cc2ccccc2)CC1	-8%	3%	-20%	4	-10%	-6%	-0.8	0.3
O=C(/C=C/c1ccc(-c2ccccc2[N+](=O)[O-])o1)c1ccc(F)cc1	-3%	16%	-28%	nt	3%	-8%[57.1 µM]	-3.8	-2.0
O=C(NC(=S)NCC1CCCO1)c1ccccc1 (stereo not given)	0%	7%	7%	13	3%	-25%	2.8	1.4
CCCc1cc(=O)[nH]c(/N=C(\N)Nc2ccccc2)n1	-1%	7%	-20%	nt	1%	3%	0.4	1.3
CCc1ccc(CNC(=O)C2CCN(S(=O)(=O)N3CCC4(CC3)OCCO4)CC2)cc1	-9%	2%	-8%	-1	3%	-7%	0.8	-2.1
Cc1nn(CC(=O)NCCCN2CC(C)CC(C)C2)c(=O)c2cccn12 (stereo not given)	-8%	4%	-3%	0	1%	-3%	-1.3	-2.0
O=C(CN1C(=O)C2C3CCC(C3)C2C1=O)OCC(=O)c1ccc(Br)cc1 (stereo not given)	-3%	11%	15%	3	2%	5%	0.7	-8.7
O=C1C(=O)N(CCN2CCCCC2)c2ccccc21	-7%	5%	-4%	-4	0%	2%	-0.3	-0.4
CCN(CC(=O)Nc1ccc(NC(C)=O)cc1)S(=O)(=O)/C=C/c1ccccc1	2%	3%	4%	-3	11%	5%	-0.3	1.6
CCC(CO)Oc1cc(NCc2ccc(Cl)cc2)c2ncn(C(C)C)c2c1 (stereo not given)	-23%	19%	-11%	-4	-12%	6%	0.3	-3.0
CC1CCN(C(=O)c2ccc(CSc3nc4ccncc4n3Cc3ccc(F)cc3)cc2)CC1	-10%	12%	-6%	1	2%	-1%	-1.4	-20
CC1(c2ccccc2)NC(=O)N(CC(=O)NC(=O)NCc2ccco2)C1=O (stereo not given)	-8%	7%	-4%	-23	0%	-7%	1.5	-1.0
O=C(O)CCCn1cc(NC(=O)COc2cc(F)ccc2[N+](=O)[O-])cn1	-3%	1%	2%	-1	7%	6%	3.5	0.8
CCN(CC(=O)Nc1ccc2c(c1)OCCO2)C(=O)c1ccc(C)c(S(=O)(=O)N2CCOCC2)c1	-5%	-1%	10%	-4	2%	14%	-0.8	-0.7
COc1ccc(CNC(=O)CC(C)c2ccccc2)cc1 (stereo not given)	3%	6%	17%	-4	9%	5%	0.6	-2.8
CC(CCc1ccccc1)NS(=O)(=O)c1ccccc1 (stereo not given)	-3%	-7%	-5%	-3	-2%	-5%	-1.7	-0.5
CCn1c(CNC(=O)c2cc(OC)c(OC)c(OC)c2)cc2ccccc21	-17%	6%	-24%	-6	-2%	8%	-2.6	-0.7
O=C(CSc1nnc(CNC(=O)c2ccco2)o1)c1ccc(Cl)cc1	27µM*	6%	0%	-6	10%	-1%	-0.4	-1.8
CCc1cccc(C)c1NC(=O)CN(C)S(=O)(=O)c1ccc(-c2ccc(=O)[nH]n2)s1	-3%	3%	9%	1	11%	-5%	-2.0	-0.3
CC(=O)Nc1ccc(Nc2nnc(-c3ccc(C)c(S(=O)(=O)NCCO)c3)c3ccccc23)cc1	-10%	12%	-4%	4	5%	-3%	1.4	-1.9
CC(C)(C)C(=O)N1CCN(c2ccnc3cc(Cl)ccc23)CC1	-3%	5%	-14%	0	-2%	-6%	-0.5	-4.0
CCOC(=O)c1c(NC(=O)COc2ccc3ccc(=O)oc3c2)sc(C(=O)N(C)C)c1C	0%	-1%	3%	2	0%	-13%	-0.7	-1.9
C=CCC(=O)N1CCCC(CO)(Cc2ccc(F)cc2F)C1 (stereo not given)	-5%	-1%	-9%	0	7%	3%	-0.3	2.3
Cc1ccc(C(O)P(=O)(OCc2ccccc2)c2ccc(N(C)C)cc2)cc1 (stereo not given)	-11%	-2%	-10%	7	-4%	10%	0.0	1.9
Cc1c(NC(=O)/C(C#N)=C/c2ccc(-c3ccccc3Cl)o2)c(=O)n(-c2ccccc2)n1C	-14%	8%	-26%	3	-4%	-25%	-0.5	-0.7
NC(=O)c1nsc(C(=O)N(CC(=O)NC2CCCCC2)Cc2ccc(F)cc2)c1N	-7%	6%	-19%	-1	-1%	-6%	0.4	2.3
CCCCCCCCNS(=O)(=O)CCNC1CCCCC1	-1%	-1%	4%	3	-7%	8%	-0.5	0.4
OC[C@@H]1CN(CCN2CCOCC2)C[C@H](n2cnc3c(NCc4ccc(F)cc4)ncnc32)O1	-10%	3%	2%	2	-5%	-3%	-0.2	-3.5
CCCc1ccc2oc(C(=O)N(C)Cc3cnccn3)c(C)c2c1	-4%	7%	-5%	19	7%	-2%	-0.7	-0.1
CCc1cccc(NC(=O)Cn2cccc2)c1	1%	4%	0%	nt	0%	-5%	-0.7	-0.2
CCOc1ccc(NC(=O)CN2CCN(CC(=O)c3ccc(OCC)cc3)CC2)cc1	-10%	3%	0%	1	-7%	-8%	-2.6	-3.4
COc1ccc(-c2cc(C(=O)OC(C)C(=O)Nc3c(C)n(C)n(-c4ccccc4)c3=O)c3ccccc3n2)cc1 (stereo not given)	5%	8%	-1%	-2	-4%	-7%	-0.5	-1.3
Cc1cc(NC(=O)CSc2nc3ccc(Cl)cc3[nH]2)no1	-3%	0%	-15%	-5	4%	-24%	-1.9	-1.7
Cc1ccc(NC(=O)CSc2ncnc3ccccc23)cc1S(=O)(=O)N1CCCCCC1	8%	12%	25%	0	18%	-34%[57.1 µM]	-0.9	-2.5
c1ccc2[nH]c(-c3cnco3)cc2c1	-4%	5%	-6%	-2	7%	-1%	1.4	-0.6

Of the compounds above, three contain a nitro group on carbon:
SMILES	PLK1 PBD inh	EPAC2 agonist	EPAC1 antag	PI5P4Ka inh	EPAC1 ag	WRN inhibitor	IL-2 act	CCT chaperon mod
CCOC(=O)C1=C(c2ccccc2)NC(=O)NC1c1cc(OC)c(O)c([N+](=O)[O-])c1 (stereo not given)	0%	0%	-2%	-2	8%	-6%	-0.9	-4.5
O=C(/C=C/c1ccc(-c2ccccc2[N+](=O)[O-])o1)c1ccc(F)cc1	-3%	16%	-28%	nt	3%	-8%[57.1 µM]	-3.8	-2.0
O=C(O)CCCn1cc(NC(=O)COc2cc(F)ccc2[N+](=O)[O-])cn1	-3%	1%	2%	-1	7%	6%	3.5	0.8

A portion of the library; count on the stated rates, not on these rows.
